Screening data deposited in PubChem by Broad Institute.
SIRT5 inh – sirtuin-5 (human) deacylase inhibition; Q9NXA8; Purified SirT5, succinyl-peptide AMC, trypsin-coupled fluorescence; inhibition, % at 15 µM; actives 1.1% (n = 330,000); in the data active = inhibition above about 15%; inconclusive = no clear call, values can overlap the other calls
Target sequence (Q9NXA8 whole entry, looked up): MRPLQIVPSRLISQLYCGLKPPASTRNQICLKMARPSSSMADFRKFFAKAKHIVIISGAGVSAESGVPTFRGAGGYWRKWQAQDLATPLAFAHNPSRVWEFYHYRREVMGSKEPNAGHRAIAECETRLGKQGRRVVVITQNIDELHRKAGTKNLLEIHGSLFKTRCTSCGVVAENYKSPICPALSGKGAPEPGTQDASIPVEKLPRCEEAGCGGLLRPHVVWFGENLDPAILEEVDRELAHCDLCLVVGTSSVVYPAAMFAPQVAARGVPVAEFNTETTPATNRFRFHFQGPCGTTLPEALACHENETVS
Statin myotox sup – suppression of simvastatin myotoxicity. AID 602340. actives 0.78% (n = 330,000). C2C12 myotubes + simvastatin, ATP luminescence, 48 h; scaled: DMSO 0, geranylgeraniol control 100. rescue of ATP level, % at 7.49 µM;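 active = mean ATP rescue above about 67%, or every replicate alone reaching that limit, limit read from the data, passing the limit was not always enough; inconclusive = no clear call, values can overlap the other calls; inactive = mean under the limit and some replicate under it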;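 also: myotubes were challenged with 10 µM simvastatin during compound exposure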
S100A4 MyoIIA – blocks human S100A4 binding to myosin IIA peptide; inhibition, % at 10.7 µM; S100A4/TAMRA-MyoIIA peptide fluorescence polarization; actives 0.14% (n = 360,000); P26447; AID 652163;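 active = mean inhibition of at least 70% across replicates, with every replicate also reaching that level; inconclusive = mean inhibition reaches 70% but some replicates fall short; inactive = mean inhibition below 70%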
Target sequence (P26447 whole entry, looked up): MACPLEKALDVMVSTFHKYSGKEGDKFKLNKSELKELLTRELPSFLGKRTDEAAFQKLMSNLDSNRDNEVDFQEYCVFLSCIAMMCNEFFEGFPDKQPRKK
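Material: S100A4 monomer protein | Medium: HEPES pH 7.2 with CaCl2, KCl, NaCl, DTT, Triton | Reagent: Labelled myosin peptide probe, 5 nM | Doses: One dose per compound | Times: 5 min incubation before reading | Benchmarks: Neutral control DMSO, positive control TFP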
FN deposit inh – fibronectin deposition inhibition. inhibition, % at 12.6 µM. actives 0.086% (n = 350,000). AH1F fibroblasts, Alexa488-fibronectin deposition fluorescence, overnight;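 active = mean inhibition across replicates of 30% or more, regardless of how many single replicates reach that level; inconclusive = mean under 30% yet at least half of replicates reach 30%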;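 also: positive control wells lacked labelled fibronectin entirely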
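Assay system: AH1F fibroblasts / Quantity: 10000 cells per well / Medium: DMEM plus 2% serum, read in PBS / Reagent: labelled fibronectin 24 nM / Dosing: single dose, pinned / Times: 1 h cell attachment, overnight exposure to compound and label / Signal: fluorescence, ex 485 nm, em 525 nm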
LGR2 antag – blocks bursicon-induced cAMP signaling via Drosophila LGR2; HEK293 LGR2, CRE-luciferase, bursicon-stimulated, 4 h; inhibition, % at 9.99 µM; actives 0.35% (n = 380,000);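 active = drop in luminescence signal, shown as inhibition above about 50% in the replicate tests, limit read from the data, passing the limit was not always enough; inconclusive = probably only some replicates passing the limit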;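 also: agonist challenge used bursicon conditioned medium at about half maximal strength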
CASP6 VEID inh – inhibitors of human caspase-6. P55212. purified caspase-6, Z-VEID-R110 cleavage fluorescence. inhibition, % at 12.5 µM. actives 0.53% (n = 350,000). AID 686996;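 active = mean inhibition across replicates at least about 35%, with every replicate also reaching that limit, limit read from the data; inconclusive = only one of the two criteria met; inactive = neither criterion met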;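 also: 0% = median of neutral control wells and 100% = no fluorescence left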
Target sequence (P55212 24-179 limits assumed): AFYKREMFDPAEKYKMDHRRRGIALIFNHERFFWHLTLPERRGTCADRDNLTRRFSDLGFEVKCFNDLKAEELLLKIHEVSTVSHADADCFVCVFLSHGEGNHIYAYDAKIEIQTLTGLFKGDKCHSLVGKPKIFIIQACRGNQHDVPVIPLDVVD
Target sequence (P55212 194-293 limits assumed): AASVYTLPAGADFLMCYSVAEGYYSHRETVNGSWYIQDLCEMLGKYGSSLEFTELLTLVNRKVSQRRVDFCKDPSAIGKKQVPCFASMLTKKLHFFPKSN
esBAF inh – blocks esBAF chromatin remodeling in mouse ES cells; Bmi1-luciferase knock-in reporter, 24 h; 100% = twice the neutral-well signal; reporter increase, % at 12.5 µM; actives 2% (n = 350,000); in the data active = activation above about 40%; inconclusive = no clear call, values can overlap the other calls;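 also: 0% = median of the plate's neutral control wells and 100% = double that signal; a rise in the Bmi1 reporter signal indicates esBAF inhibition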
* marks the source's active call; other numbers are inactive results; ? = inconclusive; nt = not tested or not shown; & = joins results of further samples. These rows are one share of the data; the hit share may differ from the screen's.

molecule,CASP6 VEID inh,S100A4 MyoIIA,LGR2 antag,Statin myotox sup,SIRT5 inh,FN deposit inh,esBAF inh
O=S(=O)(c1ccccc1)N1C[C@@H]2N[C@H](C1)C2c1ccc(/C=C/c2ccccc2)cc1 (some centres not stated),-2&0,-2&4,5&20,nt,4&1,-1&-7,nt
COc1ccc(S(=O)(=O)N(C)C[C@@H]2OCCCC[C@H](C)Oc3ccc(NC(=O)c4ccccc4)cc3C(=O)N([C@H](C)CO)C[C@H]2C)cc1,1,-7,-4,nt,6,nt,-1
O=C(NCC[C@H]1CC[C@@H](NS(=O)(=O)c2cccc(F)c2)[C@@H](CO)O1)c1cnccn1,0,4,10,21,2,2,-5
O=C(COC(=O)c1ccccc1O)NNC(=O)c1ccc(Br)cc1,-2,-1,0,0,-8,3,8
CN(C)S(=O)(=O)c1ccc(NC(=O)C2CC3C=CC2C3)cc1 (configuration not stated),-2,-3,-4,nt,-1,11,nt
CN(C)C(=O)c1ccc(NC(=O)CN2CCc3cc4c(cc3C2)OCCCO4)cc1,6,16,2,0,-13,8,0
O=c1c2cc(Br)ccc2[nH]c(=S)n1Cc1ccccn1,1,0,nt,nt,nt,4,nt
C[C@@H]1CN([C@H](C)CO)S(=O)(=O)c2ccc(C#Cc3cccc(F)c3)cc2O[C@@H]1CN(C)CC1CC1,2,9,10,11,15*,-5,-8
COc1ccccc1NC(=O)C(=O)/C=C(\O)c1ccccc1,4,-1,-51,12,-2,3,?
CC(=O)Oc1ccc2oc3c(c2c1)C(=O)CCC3,nt,nt,nt,1,nt,3,6
COc1ccc(NS(=O)(=O)c2cccc(C(=O)NNC(=O)CNC(=O)c3ccccc3Cl)c2)cc1,0,-1,-12,8,3,1,-7
Cc1cc(NC(=O)CSc2nccn2-c2cccc(C)c2C)no1,-3,0,-6,nt,5,4,nt
Cn1c(Cc2cccs2)nnc1SCC(=O)Nc1ccc(C(N)=O)cc1,0,0,8,nt,0,9,nt
Cc1cccc(C(=O)N2CCc3cc(-c4csc(NC(=O)CN5CCCC5)n4)ccc32)c1,nt,0,26,-60,-6,3,16
CC(C)(CO)NC(=S)NCc1ccco1,19,-4,-6,nt,30*,1,nt
CCOC(=O)c1sc(=NC(=O)c2ccc(C)c(C)c2)n(C)c1C,0,-2,-88,nt,-2,4,nt
Cc1cc(Cl)c(S(=O)(=O)Nc2ccc3c(c2)OCCO3)cc1OCC(=O)NC1CCCCC1,nt,nt,nt,-2,nt,3,-10
COc1ccc(NC(=O)Nc2cccc3c2O[C@H](CN(C)S(=O)(=O)c2ccc(C)cc2)[C@H](C)CN([C@H](C)CO)C3=O)cc1,1,-4,21,11,0,nt,-2
CC(C)NC(=O)N(C)C[C@@H]1OCCCC[C@H](C)Oc2ccc(N(C)C)cc2C(=O)N([C@H](C)CO)C[C@@H]1C,-3,-4,15,nt,1,-6,nt
COc1cccc(C(=O)N2C[C@@H]3[C@H](c4ccccc42)[C@H](CO)N3C(=O)c2ccc(F)cc2)c1,2,26,10,0,-2,-3,-4
CC(C)(C)NC(=O)CN(C(=O)CNS(=O)(=O)c1ccccc1)c1ccc2c(c1)OCCO2,nt,nt,nt,8,nt,0,5
CN(C)C(CNC(=O)C1CCN(S(=O)(=O)c2cc(Cl)ccc2Cl)CC1)Cc1ccccc1 (configuration not stated),-6,-5,-12,-18,-3,8,-1
COc1ccc(CNC(=O)N(C)C[C@@H]2OCc3ccccc3-c3c(n(C)c4ccccc34)C(=O)N([C@@H](C)CO)C[C@@H]2C)cc1,2,-3,13,nt,-1,-4&-13,nt
Cc1ccc(CSC2=Nc3ccccc3C3=NC(CC(=O)NCc4ccco4)C(=O)N23)cc1 (configuration not stated),nt,nt,nt,-9,nt,-6,15
Cc1ccc(-n2c(SCC(=O)N3CC(=O)Nc4ccccc43)nc3ccccc3c2=O)cc1C,3,-5,-1,nt,0,3,nt
CCN1C(=O)N[C@@H](c2ccccc2)C(C(=O)OC)=C1C,nt,nt,14,-1,nt,-2,6
Cc1cccc(N(Cc2cc(=O)[nH]c3ccccc23)C(=O)CCl)c1,7,-4,32,nt,-2,-7,nt
C[C@@H]1CN([C@@H](C)CO)C(=O)c2cc(C#C[C@@H](C)O)cnc2O[C@H]1CN(C)Cc1ccccn1,1,8,3,-8,1,nt,2
CC(=O)OC1CCC2(C)C(CCC3C2CC(=O)C2(C)C3CC(C(C(C)=O)C(C)=O)C2C(C)=O)C1 (configuration not stated),2,21,5,12,0,13,6
COC(=O)CC1C(=O)NCCN1C(=S)Nc1ccccc1Cl (configuration not stated),1,0,10,nt,-4,10,nt
CC(CN1CCOCC1)OC(=O)C1COc2ccccc2O1 (configuration not stated),-4,-1,11,nt,2,-12,nt
CCOc1ccc(NS(=O)(=O)c2ccc(C(=O)NCCCN3CCOCC3)cc2)cc1,0,-2,-4,-3,-4,12,-3
C[C@@H]1CN([C@@H](C)CO)C(=O)Cc2cc(NC(=O)C3CC3)ccc2O[C@@H]1CN(C)Cc1ccc(C(=O)Nc2ccccc2N)cc1,-2,-1,-22,23,1,nt,0
CC(=O)Nc1ccc(-c2csc(NC(=O)Nc3ccccc3)n2)cc1,4,6,94*,14,3,-1,4
CC(C)(C)c1ccc(C(=O)NCCC(=O)NC2=NCCS2)cc1,-2,0,-19,8,1,-11,2
Cn1c(=O)c2c(nc(Cl)n2CCOc2ccccc2)n(C)c1=O,4,-13,-5,4,-2,nt,-4
O=C(Nc1ccc(-c2nnn(CC(=O)N3CCN(C(=O)c4ccco4)CC3)n2)cc1)c1ccccc1F,-1,0,nt,nt,-6,1,nt
C=CCn1c(SCC(=O)c2c(N)n(C3CC3)c(=O)[nH]c2=O)nnc1-c1ccoc1C,2,18,-1,3,3,5,2
O=C(NCc1cccnc1)c1cccn1-c1ncc(C(F)(F)F)cc1Cl,1,-3,13,nt,-5,7,nt
O=C1c2ccccc2C(O)(c2ccccc2)N1CCc1ccccc1 (configuration not stated),0,-19,-2,-4,-4,-6,-2
CC(C)CN(C(=O)CSc1nc(-c2ccccc2)cn1N)c1c(N)n(Cc2ccccc2)c(=O)[nH]c1=O,-4,-11,16,5,0,-11,34
C/C(=N/NC(=O)c1ccccn1)c1ccco1,nt,nt,nt,1,nt,3,-21
O=C(NC1CCCCC1)c1cc(C(=O)c2ccccc2Br)c[nH]1,-3,3,37,11,0,19,-10
O=C1NN=C(c2ccccc2)C1Cc1ccccc1 (configuration not stated),5,14,4,nt,2,3,nt
NC(=O)C1(C(N)=O)OC1c1ccccc1 (configuration not stated),-1,0,5,nt,-4,-6,nt
COc1cccc(C(C(=O)NC2CCCCC2)N(C(=O)c2cccs2)c2ccc3c(c2)OCO3)c1 (configuration not stated),-1,-4,9,nt,-1,5,nt
OCC[C@H]1C[C@@H](O)[C@H](O)[C@@]2(CCCCO2)O1,-2,-3,8,10,nt,5,-2
CCN(CC)C(=O)[C@H]1CC(CC(=O)NCCc2ccccn2)C(=O)N2CCc3c([nH]c4ccccc34)[C@]12C (some centres not stated),-2,-3,11,10,nt,6,1
CC(C)c1ccc(C(=O)NNC(=O)c2n[nH]c(=O)c3ccccc23)cc1,3,-19,-25,2,-4,-4,0
CN(C)c1ccc(/C=N/NC(=O)CNC(=O)/C=C/c2ccco2)cc1,2,-1,-1,-4,-7,-5,6
COc1ccc(NC(=O)CN2CCN(c3c(C)cc(C)cc3C)CC2)cc1,-2,1,18,-7,-2,-5,12
CC(C)n1nc(Cc2cccc3ccccc23)c(C#N)c1N,7,-5,-3,16,nt,-12,-3
COc1ccc(C(=O)NCC2(c3ccccc3)CCCC2)c(OC)c1,2,-1,5,6,-4,-5,-14
O=C(CSc1n[nH]c(-c2ccccc2)n1)NC1CCCCC1,-2,-6,7,8,2,-1,-1
COc1cc(CCCN2C(N)=NC[C@H]2Cc2ccc(O)cc2)cc(OC)c1OC,-2,-25,9,0,-1,-1,-1
CC12CN3CC(C)(CN(C1)C3c1ccccc1)C2O (configuration not stated),-1,7,-8,0,-4,nt,-3
CCOC(=O)C1=C(COC(=O)C2(C)CC2(Cl)Cl)NC(=O)NC1c1ccccc1 (configuration not stated),-7,3,17,-4,-2,13,-6
COc1ccc(-c2[nH]ncc2CNCCCSC)cc1F,-3,-3,0,2,-2,-12,-6
COc1cc(CNC(=O)c2cc(-c3cc(OC)ccc3Cl)n[nH]2)cc(OC)c1,4,0,-31,5,nt,5,1
CCOc1ccc(S(=O)(=O)NCCC(=O)N2CCN(Cc3ccccc3)CC2)cc1,-1,2,-35,-7,0,nt,nt

3 structures from above, arranged by molar mass, rising:
molecule,CASP6 VEID inh,S100A4 MyoIIA,LGR2 antag,Statin myotox sup,SIRT5 inh,FN deposit inh,esBAF inh
CC(C)n1nc(Cc2cccc3ccccc23)c(C#N)c1N,7,-5,-3,16,nt,-12,-3
O=C(CSc1n[nH]c(-c2ccccc2)n1)NC1CCCCC1,-2,-6,7,8,2,-1,-1
COc1ccc(C(=O)NCC2(c3ccccc3)CCCC2)c(OC)c1,2,-1,5,6,-4,-5,-14

(list continues)
molecule,CASP6 VEID inh,S100A4 MyoIIA,LGR2 antag,Statin myotox sup,SIRT5 inh,FN deposit inh,esBAF inh
C=C1CCC(N(O)c2cc(C)on2)C(=C)CCC2C1CC2(C)C (configuration not stated),-2,2,15,25,0,-12,7
COc1ccc(C(CNC(=O)c2oc3ccccc3c2C)N2CCCC2)cc1 (configuration not stated),-1,-6,-1,-2,0,-3,-3
O=C(O)c1ccc(-c2ccc(OS(=O)(=O)c3ccccc3F)cc2)cc1,3,1,-86,15,-3,-12,26
CC1=CC2=NC(=O)/C(=C\c3cccn3CCOc3ccccc3)C(=N)N2O1,0,8,-1,nt,-1,-8,nt
CC(=O)N1[C@@H]2c3ccc(-c4ccncc4)c(=O)n3C[C@@H]2[C@@H](CO)[C@@H]1C(=O)NC1Cc2ccccc2C1,-2,4,3,1,-56,nt,-3
O=C(O)[C@@H]1Cc2ccccc2N1,1,-12,0,22,-2,12,0
C[C@@H]1CN([C@@H](C)CO)C(=O)c2cccc(NC(=O)c3ccncc3)c2O[C@@H]1CN(C)Cc1ccc(C(F)(F)F)cc1,0,2,-8,-1,-1,4,0
O=C(C[C@@H]1C=C[C@H](NC(=O)C2CCOCC2)[C@H](CO)O1)NCC1CC1,4,3,-10,-16,-2,nt,2
